Screening data (PubChem)
MOR-DOR inv ag = inverse agonists of human mu-delta opioid receptor heterodimerization; P35372+P41143; cell-based MOR-DOR heterodimer luminescence, inverse agonism; inhibition, % at 9.3 µM; 340,000 tested, 0.21% active; AID 504357; in the data active means inhibition above about 22%, passing the limit was not always enough;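 further: 0% = cells with DMSO and 100% = wells without cells with DMSO; values of inactives mirror those of a sister screen read the other way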
Target sequence (P35372 whole entry, looked up): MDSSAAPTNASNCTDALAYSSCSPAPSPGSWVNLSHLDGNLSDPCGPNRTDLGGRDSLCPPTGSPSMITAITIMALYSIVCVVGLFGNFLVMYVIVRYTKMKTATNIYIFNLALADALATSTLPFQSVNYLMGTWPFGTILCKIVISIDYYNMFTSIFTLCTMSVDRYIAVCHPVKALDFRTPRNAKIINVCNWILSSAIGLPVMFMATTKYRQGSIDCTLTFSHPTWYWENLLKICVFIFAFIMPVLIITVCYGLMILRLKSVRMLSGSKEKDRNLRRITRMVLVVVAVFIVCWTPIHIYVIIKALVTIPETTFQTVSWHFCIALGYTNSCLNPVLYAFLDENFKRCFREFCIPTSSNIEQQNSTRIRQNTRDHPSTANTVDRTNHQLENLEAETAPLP
Target sequence (P41143 whole entry, looked up): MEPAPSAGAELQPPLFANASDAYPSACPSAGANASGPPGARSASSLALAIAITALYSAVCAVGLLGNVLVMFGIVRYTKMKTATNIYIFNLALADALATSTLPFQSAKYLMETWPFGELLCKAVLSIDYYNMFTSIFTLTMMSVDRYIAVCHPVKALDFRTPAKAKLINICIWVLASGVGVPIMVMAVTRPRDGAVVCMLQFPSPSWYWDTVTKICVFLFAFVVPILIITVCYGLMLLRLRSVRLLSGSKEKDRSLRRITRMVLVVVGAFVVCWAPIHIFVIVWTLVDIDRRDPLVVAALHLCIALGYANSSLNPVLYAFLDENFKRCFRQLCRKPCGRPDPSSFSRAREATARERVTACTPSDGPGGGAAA
SUMO Mot1 rescue = SUMOylation pathway inhibition by Mot1-301 growth rescue. S. cerevisiae Mot1-301 growth rescue, ATP luminescence, 38.5C; percent above DMSO median, 100 means doubled. growth rescue, % at 18.8 µM. 320,000 tested, 1% active;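 active means every valid replicate shows activation above 250% relative to neutral control wells; inactive means the rest, any valid replicate at or below 250%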;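 further: OY570 slx delta 5 strain wells were the positive control but not used for scaling; some compounds called inactive have numbers as strong as hits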
Tat transport = inhibitors of E. coli Tat protein transport; E. coli MC4100 TorA-mCherry Tat export, fluorescence; inhibition, % at 10 µM; 340,000 tested, 0.036% active;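 active means mean replicate inhibition at least 50% and at least half of replicates individually reaching 50%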;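 further: exported cargo escapes ClpAP degradation while cytoplasmic cargo is degraded and loses fluorescence; 0% = median of neutral control wells and 100% = median of NaSCN control wells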
phage Ecoli inh = E. coli growth loss with phage present | 360,000 tested, 0.26% active | growth absorbance | inhibition, % at 11.9 µM; in the data active means inhibition above about 11%
OPRM1-OPRD1 ag = OPRM1-OPRD1 heterodimerization agonism | activation, % at 9.3 µM | cells, luminescence | P35372+P41143 | 340,000 tested, 0.3% active; in the data active means activation above about 18%;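 further: 0% = vehicle-treated cells and 100% = reference agonist; values of inactives mirror those of a sister screen read the other way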
AddAB inh = less growth of phage-infected E. coli with AddAB; AID 435030; inhibition, % at 11.9 µM; 330,000 tested, 0.29% active; E. coli expressing H. pylori AddAB, absorbance growth; in the data active means inhibition above about 12%;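 further: 0% = vehicle wells of infected cells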
PKA-R1A activ = activators of PKA-R1A complex; PKA-R1A dissociation, Cy5-IP20 fluorescence polarization; scaled: DMSO 0%, 113 µM cGMP 100%; 340,000 tested, 0.083% active; activation, % at 11.4 µM; P00514+P68181;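 active means percent activation above the mean of all tested compounds plus 3 SD, cut at about 19% in these data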;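 further: higher means more PKAc released from R1A so a rise in polarization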
Arr AP2 block = blocks beta-arrestin peptide binding to AP2 adaptin | 340,000 tested, 0.31% active | FITC-arrestin peptide / GST-AP2 beads, flow cytometry; AP2 beta2 appendage carries R879A mutation | inhibition, % at 10 µM;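 active means inhibition above a set limit, near 3 SD of compounds lacking own fluorescence, cut at about 54% in these data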;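 further: plate controls were DMSO wells for no effect and 5 µM unlabelled arrestin peptide for full effect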
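test system = AP2 appendage R879A on GSH beads | buffer or medium = PBS plus Tween 20 (0.05%) and BSA (0.1%) | incubation = 12 min plus 1 h, RT | detection = bead flow cytometry, FITC channel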
PfHsp90 yeast 2 = growth inhibition of yeast expressing Plasmodium Hsp90; S. cerevisiae expressing PfHsp90, BacTiter-Glo ATP, 48 h; yeast lacking PDR1 and PDR3 efflux regulators; inhibition, % at 9.4 µM; 310,000 tested, 0.32% active; AID 504621;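 active means every replicate shows inhibition above about 80%, whatever the replicate mean, limit read from the data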;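 further: 0% = DMSO neutral controls and 100% = 20 µM radicicol positive controls; yeast relying on Plasmodium falciparum Hsp90 in place of its own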
E coli growth = reduces bacterial viability in AddAB counter-screen; 330,000 tested, 0.27% active; AID 449728; E. coli V3065 growth, OD600 absorbance, 18 h; inhibition, % at 11.9 µM;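 active means inhibition above the campaign's mean inhibition across all tested compounds plus 3 SD, cut at about 9.9% in these data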;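 further: uninfected addAB+ strain grown without phage in ampicillin broth; 0% = DMSO wells and 100% = ciprofloxacin 0.95 µg/ml wells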
Pemphigus Ab inh = human desmoglein-3 autoantibody binding inhibition | P32926 | DSG3-coupled beads, scFv-anti-DSG3-GFP binding, flow cytometry; hits give low values | binding (percent of control), % at 10 µM | 310,000 tested, 0.48% active | AID 588358;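 active means binding more than 3 SD below its plate's average and above zero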;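 further: hits lower antibody fragment binding to DSG3; some compounds called inactive have numbers as strong as hits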
Numbers without * were called inactive; x = no result given. Hits appear at their usual frequency. Share with any hit: about 2.8%.

Compound	MOR-DOR inv ag	SUMO Mot1 rescue	Tat transport	phage Ecoli inh	OPRM1-OPRD1 ag	AddAB inh	PKA-R1A activ	Arr AP2 block	PfHsp90 yeast 2	E coli growth	Pemphigus Ab inh
O=C(CCCOc1ccc(Cl)cc1Cl)Nc1ccc(O)cc1C(=O)O	1	7	-6	2.8	-0.3	-1.5	2	9	-13	-3.1	98
Cc1cnc(C(=O)Nc2ccc(C)c(S(=O)(=O)N3CCCCC3)c2)cn1	4	-4	-7	1.6	-1.0	0.4	-13	-14	6	-0.2	97
COc1ccc(O)c(CN2CCC(n3nccc3NC(=O)c3ccccc3Cl)CC2)c1	-14	-3	3	2.9	2.7	x	-2	47	13	x	108
Cn1c(=O)c2[nH]c(SCC(=O)c3ccc(F)cc3)nc2n(C)c1=O	16	-5	-3	2.8	-3.0	1.2	3	-3	-14	1.8	110
CC(=O)c1c(OCC(=O)O)ccc2c(C)cc(=O)oc12	11	8	1	3.3	-1.9	0.8	4	-1	-22	1.2	102
CN(Cc1ccccc1)C(=O)c1cccc(NC(=O)Cc2ccc(NC(=O)C3CCN(C(=O)C4CCCCC4)CC3)cc2)c1	12	x	3	2.7	-2.5	x	-8	-18	-26	x	104
COc1ccc2c(OC)c3ccoc3nc2c1OC	-9	15	-5	2.3	1.7	3.2	-2	18	-6	1.0	99
COc1ccc(Nc2nc(N)nc(CN3CCc4ccccc4C3)n2)cc1	-3	2	-14	-1.4	0.7	2.5	5	22	9	-2.6	112
CSc1ccccc1NC(=O)CN(C)CC(=O)c1c(C)[nH]c2ccccc12	-3	4	-6	0.6	0.7	-1.5	4	8	x	-1.1	87
COc1ccc(/C=N/NC(=O)CSCc2ccc([N+](=O)[O-])cc2)cc1OC	-8	-17	4	1.6	1.5	0.6	-5	3	4	-2.1	110
CCCC(=O)N(CCN1CCOCC1)c1nc2c(OCC)cccc2s1	18	3	0	x	-3.4	-0.9	7	4	-19	-1.4	102
Cc1ccccc1C(=O)O/N=C1\CCS(=O)(=O)c2sccc21	12	15	1	2.8	-2.5	0.2	-12	30	x	0.5	x

Just AddAB inh, PfHsp90 yeast 2 and Pemphigus Ab inh, for 5 of the compounds above:
SMILES | AddAB inh | PfHsp90 yeast 2 | Pemphigus Ab inh
Cc1cnc(C(=O)Nc2ccc(C)c(S(=O)(=O)N3CCCCC3)c2)cn1 | 0.4 | 6 | 97
COc1ccc(O)c(CN2CCC(n3nccc3NC(=O)c3ccccc3Cl)CC2)c1 | x | 13 | 108
Cn1c(=O)c2[nH]c(SCC(=O)c3ccc(F)cc3)nc2n(C)c1=O | 1.2 | -14 | 110
CC(=O)c1c(OCC(=O)O)ccc2c(C)cc(=O)oc12 | 0.8 | -22 | 102
CN(Cc1ccccc1)C(=O)c1cccc(NC(=O)Cc2ccc(NC(=O)C3CCN(C(=O)C4CCCCC4)CC3)cc2)c1 | x | -26 | 104

Reprinted at random: 2 records from the list
Compound	MOR-DOR inv ag	SUMO Mot1 rescue	Tat transport	phage Ecoli inh	OPRM1-OPRD1 ag	AddAB inh	PKA-R1A activ	Arr AP2 block	PfHsp90 yeast 2	E coli growth	Pemphigus Ab inh
COc1ccc(O)c(CN2CCC(n3nccc3NC(=O)c3ccccc3Cl)CC2)c1	-14	-3	3	2.9	2.7	x	-2	47	13	x	108
COc1ccc(Nc2nc(N)nc(CN3CCc4ccccc4C3)n2)cc1	-3	2	-14	-1.4	0.7	2.5	5	22	9	-2.6	112

Other compounds:
Compound	MOR-DOR inv ag	SUMO Mot1 rescue	Tat transport	phage Ecoli inh	OPRM1-OPRD1 ag	AddAB inh	PKA-R1A activ	Arr AP2 block	PfHsp90 yeast 2	E coli growth	Pemphigus Ab inh
C=CCN1C(=O)/C(=C\c2cc(Br)c(OCc3ccccn3)c(OC)c2)SC1=S	-2	2	1	3.9	0.4	-2.7	4	4	-22	0.3	100
COc1cccc(Cn2c(=O)c3[nH]cnc3n(-c3ccccc3C)c2=O)c1	10	-13	1	0.6	-1.8	-3.4	-1	11	3	-2.4	109
CC(C)c1ccc2c(c1)C(N1CCNCC1)Cc1ccc(F)cc1S2 (centres undefined)	x	379	x	3.6	x	0.9	x	13	x	1.0	110
Cc1nnc(SCC(=O)Nc2ncc(Cc3ccc(F)cc3)s2)n1N	16	9	6	0.4	-3.6	1.9	2	-3	-6	-0.1	x
CCOC(=O)c1c(C)oc2cc(Br)c(OC)cc12	3	-1	2	2.3	-0.7	-2.4	-12	-3	23	-1.4	96
CN(C)S(=O)(=O)c1ccc2nnn(OCC(=O)NC34CC5CC(CC(C5)C3)C4)c2c1	5	186	-5	2.1	-1.0	-3.4	-5	-8	-8	-3.5	86
Cc1ccc(/C=C2/SC(=O)NC2=S)o1	4	x	-9	x	-0.9	x	-8	-7	1	x	103
C=CCN(CC=C)S(=O)(=O)c1ccc(NC(=S)NC(=O)Cc2ccc(OC)cc2)cc1	2	-4	4	-1.2	-0.4	1.8	4	6	2	1.6	98
CC(=O)N1CCc2cc(S(=O)(=O)CCC(=O)N(C)c3cc(C)ccc3C)ccc21	4	51	1	-1.4	-0.8	3.0	1	6	0	0.5	105
O=C1c2cccnc2Nc2ccccc2N1CCCF	17	4	9	3.6	-4.0	3.6	1	8	1	0.0	108
COc1cccc2cc(C(=O)Nc3ccccc3C)/c(=N/NS(=O)(=O)c3ccccc3)oc12	16	-2	-10	1.4	-3.0	4.8	-12	5	-5	1.9	106
CCCOc1cccc(C(=O)N(Cc2cccs2)C2CCS(=O)(=O)C2)c1 (centres undefined)	-8	389	17	0.6	1.5	3.2	17	5	40	-0.6	99
O=C(O)/C=C/c1ccc2noc(-c3ccccc3)c2c1	8	3	-7	0.8	-1.6	0.8	10	-20	12	0.7	91
CCOC(=O)N1CCC(NC(=O)c2cnn3ccccc23)CC1	9	-9	5	2.8	-1.4	-2.3	-4	-4	1	-0.7	101
COc1ccc(C2CC(=O)Nc3cc(OC)c(OC)cc32)cc1Br (centres undefined)	10	127	1	2.2	-2.2	x	-3	11	7	x	108
Cc1cc(C)cc(NS(=O)(=O)c2csc(C(N)=O)c2)c1	13	-10	-4	-1.2	-2.5	0.8	-9	38	7	0.8	92
O=C(CN1C(=O)COc2ccc(Cl)cc21)N1CCOCC1	12	-7	-2	-0.4	-2.4	0.1	-4	-4	-4	1.3	104
CCOC(=O)C1CCCN(C(=O)c2cn(C)c(=O)c3cc(OC)c(OC)cc23)C1 (centres undefined)	6	9	-2	1.7	-1.0	2.8	-12	-8	x	1.1	x
Cc1c(Cc2ccccc2)c(=O)oc2c(C)c(OCC(=O)NCc3ccccn3)ccc12	5	78	-4	2.7	-0.9	4.2	3	37	-2	-1.3	x
CC(C)CCn1cnc2c(sc3nc4c(cc32)CSC(C)(C)C4)c1=O	12	x	-1	2.5	-1.9	-0.7	-9	104*	-3	-2.1	100
Cc1cccc(Cc2c(C)nc3nc(SCC(=O)NCc4ccco4)nn3c2C)c1	17	13	-3	-1.7	-2.8	-0.6	-8	23	18	0.0	x
O=C(OCC(=O)c1cccs1)c1ccc(NC(=O)c2ccco2)cc1	11	7	1	4.7	-2.1	2.1	-5	18	-6	-1.5	x
CC1(C)CC2(C)Nc3ccccc3N2C(=S)N1 (centres undefined)	-13	-2	-13	1.8	2.5	2.7	-5	-3	2	-0.7	100
O=C(NCc1ccc2c(c1)OCO2)C1CC(=O)N(CCc2ccccc2)C1 (centres undefined)	9	-5	-1	-1.0	-1.5	0.9	2	4	1	0.0	108
C=CCn1c(CNc2ccccc2)nnc1SCC(=O)N/N=C/c1ccc(O)cc1O	10	-12	2	2.7	-2.5	0.3	-9	-3	-25	0.5	113
CCOC(=O)c1c(NC(=O)C2Cc3ccccc3C(=O)O2)sc2c1CCCC2 (centres undefined)	-7	10	18	2.2	1.4	-0.3	-3	6	-2	0.6	92
COc1ccc(OC)c(NC(=O)CS(=O)(=O)c2ccccc2)c1	5	1	3	2.0	-1.0	1.8	3	1	-10	0.2	105
CN(C)c1ccc(N2C(=NC(=O)CCc3ccccc3)SC3CS(=O)(=O)CC32)cc1 (centres undefined)	7	-2	-1	2.9	-1.4	0.8	2	-5	24	-1.3	107
O=C(CCN1C(=O)c2ccccc2C1=O)Nc1cccnc1	-10	4	-11	1.6	1.8	0.7	-1	13	-1	3.1	110
CCN(CC)c1ccc(N2C(=NC(=O)C3CCCO3)SC3CS(=O)(=O)CC32)cc1 (centres undefined)	7	-9	6	2.5	-1.2	2.7	-1	-9	-15	-2.2	96
Cc1ccc(-n2c(-c3ccccc3)n[nH]c2=S)c(C)c1	-3	-12	-4	3.8	0.7	-1.1	-6	0	2	0.3	119
Nc1ncnc2c1ncn2[C@@H]1O[C@H](CNC(=O)[C@@H](N)Cc2ccccc2)[C@@H](O)[C@H]1O	9	x	3	0.2	-1.9	-2.2	-2	-25	10	-0.4	101
CC(=O)c1ccc(NC(=O)C2CCCN2S(=O)(=O)c2ccc(F)cc2)cc1 (centres undefined)	18	9	11	3.2	-3.7	2.7	2	-1	15	0.3	108
COc1ccc(N2C(=O)c3ccc(NC(C)=O)cc3C2=O)cc1	6	-16	-5	0.6	-1.0	-0.4	7	23	-16	-0.7	98
